# LEDGF integ inh – blocks HIV-1 LEDGF/p75-dependent DNA integration; TR-FRET IN-LEDGF/p75 DNA integration, Eu/Cy5; inhibition, % at 3.7 µM; 0.64% of 370,000 active; AID 743269;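 active = inhibition above the screen-wide mean plus 3 SD, cut at about 13% in these data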;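 also: signal is the Cy5 over europium emission ratio at 671 and 618 nm; 0% = plate median of compound wells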
# rCAG binder – molecules binding r(CAG) RNA repeats; inhibition, % at 3 µM; r(CAG) RNA repeat, TO-PRO-1 dye displacement fluorescence; 1.3% of 370,000 active;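 active = inhibition above the plate cutoff, the mean of all test compounds on that plate plus 3 SD, cut at about 35% in these data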;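 also: 0% = DMSO alone and 100% = 100 µM mitoxantrone as full dye displacement; higher means more dye released from RNA so lower well fluorescence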
# NR1D1 modulator – Rev-erb alpha (human) modulation; P20393; Rev-erbα–FITC-DNA binding, fluorescence polarization, 90 min; activity, % at 10 µM; 0.79% of 370,000 active;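 active = activity above about 14%, limit read from the data; passing the limit was not always enough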;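 also: 0% = DMSO wells with 35 nM protein and 100% = DMSO wells with 750 nM protein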
# Target sequence (P20393 whole entry, looked up): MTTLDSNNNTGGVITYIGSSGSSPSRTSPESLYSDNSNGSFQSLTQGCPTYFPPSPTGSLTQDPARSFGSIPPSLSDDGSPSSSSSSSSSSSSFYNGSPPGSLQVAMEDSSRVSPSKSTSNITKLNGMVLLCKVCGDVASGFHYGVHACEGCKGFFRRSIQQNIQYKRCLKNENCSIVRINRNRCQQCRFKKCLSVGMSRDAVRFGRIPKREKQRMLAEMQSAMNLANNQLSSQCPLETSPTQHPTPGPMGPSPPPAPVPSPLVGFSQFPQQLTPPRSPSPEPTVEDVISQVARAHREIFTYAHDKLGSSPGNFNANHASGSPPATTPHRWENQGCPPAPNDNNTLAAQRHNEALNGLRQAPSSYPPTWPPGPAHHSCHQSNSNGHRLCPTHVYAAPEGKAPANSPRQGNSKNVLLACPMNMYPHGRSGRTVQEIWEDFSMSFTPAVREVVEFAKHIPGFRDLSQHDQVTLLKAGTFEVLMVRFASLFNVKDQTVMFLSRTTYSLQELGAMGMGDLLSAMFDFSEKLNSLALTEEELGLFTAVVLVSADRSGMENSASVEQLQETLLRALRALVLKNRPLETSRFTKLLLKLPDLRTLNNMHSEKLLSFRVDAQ
# PRMT1 inh – PRMT1 (human) inhibition, primary screen; inhibition, % at 2.79 µM; Q99873; recombinant PRMT1, activity-based probe fluorescence polarization; 1.3% of 370,000 active; AID 652257;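 active = inhibition above about 21% made by adding two undisclosed values, limit read from the data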
# UHRF1 binding – blocks human UHRF1 binding to methylated DNA; Q96T88; UHRF1 binding to methylated oligo, TR-FRET; inhibition, % at 4.4 µM; 0.75% of 370,000 active; in the data active = inhibition above about 21%;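 also: UHRF1 SRA domain binding a hemimethylated CpG hairpin DNA probe; 0% = median of test compound wells and 100% = reference inhibitor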
# HTRA1 inhibitor – inhibitors of human serine peptidase HTRA1. Q92743. recombinant HTRA1, FP-rhodamine activity-based probe, fluorescence polarization. inhibition, % at 5.96 µM. 0.5% of 340,000 active; in the data active = inhibition above about 36%;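 also: 0% = enzyme with DMSO and 100% = wells lacking enzyme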
# ABHD4 inh – ABHD4 (mouse) inhibition, primary FP screen. inhibition, % at 8.92 µM. Q8VD66. purified mABHD4, FP-Rh probe fluorescence polarization. 0.54% of 370,000 active;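 active = inhibition exceeding the mean over every tested compound plus 3 SD, cut at about 30% in these data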;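 also: 0% = plate median of compound wells and 100% = S159A mutant with DMSO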
#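 Test system: mABHD4 protein | Buffer or medium: HEPES pH 7.0 buffer, 150 mM NaCl, 0.01% Pluronic F-127 | Probe or stimulus: FP-Rh fluorescent activity-based probe, added after compound pre-incubation | Timing: Pre-incubation 45 min, probe exposure 60 min, at 25 °C | Technique: Fluorescence polarization, excitation 525 nm, emission 598 nm, BODIPY TMR filters | Repeats: Single well per compound (singlicate)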
# MBD2 DNA inh – inhibitors of human MBD2 binding to methylated oligonucleotide; Q9UBB5; TR-FRET; inhibition, % at 4.4 µM; 0.31% of 370,000 active; AID 686964; in the data active = inhibition above about 13%
# Target sequence (Q9UBB5 whole entry, looked up): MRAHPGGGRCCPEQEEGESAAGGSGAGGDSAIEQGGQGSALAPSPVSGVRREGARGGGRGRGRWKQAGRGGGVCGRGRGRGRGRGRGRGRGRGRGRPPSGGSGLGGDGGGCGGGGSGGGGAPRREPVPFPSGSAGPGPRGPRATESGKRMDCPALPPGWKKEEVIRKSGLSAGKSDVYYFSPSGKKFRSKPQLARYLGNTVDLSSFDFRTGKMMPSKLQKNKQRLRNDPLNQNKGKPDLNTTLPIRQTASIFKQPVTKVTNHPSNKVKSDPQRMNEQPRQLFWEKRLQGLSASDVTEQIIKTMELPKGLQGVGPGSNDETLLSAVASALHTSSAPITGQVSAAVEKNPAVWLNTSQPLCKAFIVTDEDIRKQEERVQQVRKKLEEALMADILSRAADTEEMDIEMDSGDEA
# PG9 Ab binder – PG9 antibody binding by small molecule; 0.43% of 360,000 active; AID 624416; inhibition, % at 6.7 µM; TR-FRET gp120-PG9 antibody binding; in the data active = inhibition above about 8.5%
# TCR-CD3 inh – blocks the human TCR-CD3 interaction. TAMRA-labeled TCR probe fluorescence, biochemical. inhibition, % at 9.4 µM. 0.37% of 360,000 active; in the data active = inhibition above about 19%;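 also: recombinant mutant TCR 2C K166C tagged with TAMRA read by polarization; 0% = receptor in buffer alone and 100% = receptor with positive control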
# An asterisk follows results filed as active; . = not tested or not shown. These rows are one share of the data (hit frequency here may not be typical).
structure,LEDGF integ inh,rCAG binder,NR1D1 modulator,PRMT1 inh,UHRF1 binding,HTRA1 inhibitor,ABHD4 inh,MBD2 DNA inh,PG9 Ab binder,TCR-CD3 inh
COc1ccc(C(=O)N2CCN(Cc3ccccc3C(F)(F)F)CC2)cc1,0.6,-9.4,-0.8,0.3,2.3,-4.7,8.7,-1.5,-0.4,-3.4
CCOC(=O)COn1c(-c2cccc(Cl)c2)nc2ccc([N+](=O)[O-])cc21,2.4,1.1,2.0,-1.3,-2.5,-31.1,-3.3,2.4,0.5,-2.1
Cc1ccc(NC(=O)CN2c3cccc4cccc(c34)S2(=O)=O)cc1,1.1,8.6,1.9,-2.7,-3.4,-15.2,-1.3,-3.4,1.5,1.7
CN(CCO)c1cccc2c1S(=O)(=O)N(Cc1cn(Cc3ccc(C(F)(F)F)cc3)nn1)Cc1ccccc1O2,5.3,-1.1,-0.4,4.7,1.1,.,1.4,0.5,.,.
NNC(=O)c1sccc1OCc1ccc(F)cc1,-0.6,4.6,0.1,-0.9,-2.4,-47.5,-8.6,-9.0,1.6,7.8
Cc1ccc(S(=O)(=O)N2CCC(C(=O)O)CC2)cc1,-1.4,1.2,-7.5,6.0,1.8,3.0,2.2,0.1,0.7,6.5
O=C(CCNS(=O)(=O)c1ccccc1)OCC(=O)c1ccc[nH]1,0.2,5.2,-2.3,3.0,4.2,2.0,-6.4,10.1,-1.7,-4.0
Cc1ccc(-n2c(C)nc3ncnc(-c4ccccc4)c32)cc1,-0.6,-1.0,-4.2,1.3,8.0,12.5,-0.1,-1.0,-1.2,-5.5
Cn1nnc2cc(C(=O)N3CCC(c4ccccc4)C3)ccc21 (configuration not stated),-1.3,-5.4,-5.3,-1.7,0.7,-1.2,18.7,5.1,-0.7,-0.7
CCCn1c(SCC(=O)N2c3ccccc3CC2C)nnc1-c1ccco1 (configuration not stated),-0.9,-5.7,7.0,1.9,-1.9,-8.0,0.6,4.2,1.0,5.7
COc1ccc(NC(=O)CSc2ccc(-c3ccccn3)nn2)cc1OC,-3.5,-2.0,-4.2,3.0,0.7,0.7,-2.7,5.4,-0.1,-1.2
CN(Cc1cccc2cnccc12)C(=O)c1cc(COc2ccc(F)cc2Cl)on1,-3.6,-6.0,0.2,0.3,-0.4,-13.0,-9.4,-0.5,-0.2,3.4
Cc1ccc(S(=O)(=O)NC2CC2)cc1,0.5,0.5,-5.3,3.3,-0.5,5.3,-1.4,-1.2,1.1,5.8
C[C@H]1COc2cc(N(C)CCO)ccc2S(=O)(=O)N1,-1.4,0.8,7.8,-1.1,0.5,.,4.4,0.3,-1.9,5.9
Cc1nn(-c2ccccc2)c2nc(C(F)F)cc(C(F)F)c12,-2.3,0.2,-3.6,6.4,-1.6,-19.2,-2.2,0.7,-3.0,-1.1

# An excerpt from above in order of the ABHD4 inh value, smallest number first.
Structure	LEDGF integ inh	NR1D1 modulator	PRMT1 inh	UHRF1 binding	HTRA1 inhibitor	ABHD4 inh	MBD2 DNA inh	PG9 Ab binder	TCR-CD3 inh
CCOC(=O)COn1c(-c2cccc(Cl)c2)nc2ccc([N+](=O)[O-])cc21	2.4	2.0	-1.3	-2.5	-31.1	-3.3	2.4	0.5	-2.1
Cc1nn(-c2ccccc2)c2nc(C(F)F)cc(C(F)F)c12	-2.3	-3.6	6.4	-1.6	-19.2	-2.2	0.7	-3.0	-1.1
C[C@H]1COc2cc(N(C)CCO)ccc2S(=O)(=O)N1	-1.4	7.8	-1.1	0.5	.	4.4	0.3	-1.9	5.9

# More compounds.
structure,LEDGF integ inh,rCAG binder,NR1D1 modulator,PRMT1 inh,UHRF1 binding,HTRA1 inhibitor,ABHD4 inh,MBD2 DNA inh,PG9 Ab binder,TCR-CD3 inh
O=C(Nc1ccc2c(c1)OCCO2)c1ccc(Br)c(S(=O)(=O)N2CCOCC2)c1,-0.1,0.9,-0.1,-2.6,1.1,-3.5,0.8,1.0,-0.8,4.0
CCCCN(CC)CCCNC(=O)c1cn(C)c(=O)c2c1c1ccccc1n2C,5.5,2.4,4.2,-1.2,-0.8,-0.5,-1.4,-2.2,-0.1,-4.1
Cc1ncccc1C(=O)N1CCCC(C(=O)c2ccc3c4c(cccc24)CC3)C1 (configuration not stated),0.7,3.6,-2.7,-0.5,-1.0,-7.1,-8.7,-1.9,-0.1,1.7
N#Cc1cc2c([nH]c1=S)CCCC2,-4.2,-0.9,-2.3,32.4*,0.1,4.9,8.0,3.9,2.5,3.8
CN(C)C(=O)N1CCN(C(=O)[C@H]2O[C@@H](n3ccc(N)nc3=O)[C@H](O)[C@@H]2O)CC1,4.4,2.2,-3.0,-4.0,-2.0,.,3.4,5.0,-2.2,5.1
Cc1ccc(S(=O)(=O)N(C)C)cc1NC(=O)COC(=O)c1c(C)noc1C,2.8,3.5,3.6,-3.5,3.6,2.8,-5.7,0.2,-2.3,0.4
CCc1nc(N)c(C#N)c(-c2ccncc2)c1C,-4.5,0.6,-1.7,-1.9,-2.6,-0.9,4.1,-5.6,1.2,1.3
COc1ccc(C2=NC(CO)(CO)CO2)cc1,-0.8,0.3,8.9,-3.5,-0.3,-4.6,-2.8,0.3,-1.5,0.8
CC(=C1SC(=S)NC1=O)c1ccc(Cl)c(O)c1,-3.7,4.3,3.0,1.8,3.3,.,-14.9,5.0,-1.9,-6.0
NC(=O)c1ccc(NC(=O)COC(=O)c2c[nH]c3ccccc23)cc1,2.4,2.6,1.6,-3.2,1.3,-34.2,-37.8,-4.5,10.0*,1.2
COC(=O)C1=C(C)NC(=O)NC1c1ccc2c(c1)OCO2 (configuration not stated),0.5,-0.1,0.2,0.8,-0.3,1.2,5.2,2.7,0.3,-5.2
CN(CC#CC(O)(c1ccccc1)c1ccccc1)C(C)(C)C,4.0,-5.2,0.1,-2.2,0.2,.,6.8,-6.9,-0.9,2.8
N#Cc1c(F)cccc1NCc1cccs1,4.7,2.9,-0.2,-4.2,-0.8,-10.6,-12.6,-5.1,1.6,-1.5
COc1ccccc1NS(=O)(=O)c1ccc2[nH]c(=S)oc2c1,-3.4,5.4,-3.0,11.8,3.6,1.3,10.5,2.7,-0.3,0.9
CN(NS(=O)(=O)c1ccc(Cl)cc1)c1cnn(C)c(=O)c1Cl,2.6,0.5,-6.9,1.2,-0.5,3.9,3.7,-1.2,-2.3,0.6

# (listing goes on)
structure,LEDGF integ inh,rCAG binder,NR1D1 modulator,PRMT1 inh,UHRF1 binding,HTRA1 inhibitor,ABHD4 inh,MBD2 DNA inh,PG9 Ab binder,TCR-CD3 inh
COC(=O)c1c(C(=O)OC)c(-c2ccc(C)cc2)n2c1CS(=O)(=O)C2,-0.9,-0.8,1.6,0.6,0.7,-4.7,0.5,-0.7,0.9,-0.9
Cc1cc(C)cc(NC(=S)NCCCN2CCOCC2)c1,-0.9,-3.6,-7.7,-2.0,0.0,5.5,-5.0,-0.3,-3.5,6.3
CN(C)S(=O)(=O)c1ccc2c(c1)nc1n2CCC1,1.3,1.9,-6.0,-0.1,-2.9,-0.4,1.2,4.4,1.4,5.2
Cc1cc(C(=O)O)ccc1-c1ccc(/C=C2\NC(=O)N(Cc3ccc(F)cc3)C2=O)o1,0.6,7.1,-0.8,5.3,14.9,1.9,29.9*,5.6,-0.8,4.7
CSc1cccc(NC(=O)c2[nH]c(C)c(C(C)=O)c2C)c1,-1.9,1.2,3.1,1.1,-0.2,-6.6,-0.2,4.9,-2.3,0.3
COc1cc(C(=O)OCC(=O)Nc2ccc3c(c2)OC(F)(F)O3)ccc1OCc1c(C)noc1C,3.3,0.7,-1.2,-0.8,-2.2,-4.8,3.4,2.5,-0.8,-2.4
COCCCNC(=O)c1ccc2c(c1)ncn2-c1ccccc1OC,3.5,-6.9,-3.9,0.4,2.8,8.8,2.9,5.8,-0.4,-5.5
Cc1ccc([N+](=O)[O-])cc1NC(=O)CCCOc1ccccc1,-2.2,6.4,-3.6,2.1,0.7,4.2,-1.6,1.6,0.1,4.9
CC(Oc1ccc2ccc(=O)oc2c1)C(=O)NCC1CCC(C(=O)O)CC1 (configuration not stated),0.9,1.5,-1.4,1.1,-1.0,-1.9,3.2,3.5,-1.2,-6.4
Clc1ccc(CSc2nncn2-c2ccccn2)cc1,3.5,-3.2,3.2,0.3,1.8,0.2,0.3,1.0,0.0,4.2
COc1ccc(F)cc1S(=O)(=O)N1CCC(C(N)=O)CC1,-0.9,2.4,6.3,0.7,2.4,2.8,3.8,2.3,-0.5,6.8
CC(C)C(=O)N1CCC2(CC1)Oc1ccc(F)cc1C(=O)C21CC(c2ccc(Cl)cc2)=NO1 (configuration not stated),-0.6,0.3,3.1,-1.5,-5.3,-19.9,-10.0,-11.3,-0.2,0.3
O=C(NCc1cccc(F)c1)c1cccc2c1C(=O)c1ccc(Cl)cc1S2(=O)=O,0.9,2.6,14.8,0.8,-2.1,-9.3,5.0,-4.1,-1.3,4.5
CC(=O)c1ccc(S(=O)(=O)N2CCNC(=O)C2)cc1,-2.8,5.9,-0.2,4.9,0.2,-4.8,10.1,2.3,-1.0,-12.8
COCOCCn1cc(CN2CCS(=O)(=O)N(Cc3ccc(-c4ccc(Cl)cc4)cc3)C(C)C2=O)nn1 (configuration not stated),-2.0,2.5,3.9,4.3,1.4,-5.4,-8.1,6.5,-1.7,-0.9

# Further records:
structure,LEDGF integ inh,rCAG binder,NR1D1 modulator,PRMT1 inh,UHRF1 binding,HTRA1 inhibitor,ABHD4 inh,MBD2 DNA inh,PG9 Ab binder,TCR-CD3 inh
Clc1ccc(C2[C@H]3CN(CC4CCCCC4)[C@H](c4ccccc4)C34CC2(c2ccccc2)C4)cn1 (some centres not stated),-0.5,1.4,-2.2,-2.9,-1.7,-8.8,-1.8,0.5,-0.6,2.2
Cc1cccc(C(=O)Nc2ccccc2C(=O)Nc2ccc(C(=O)O)cc2)c1,-3.8,4.7,-7.7,-3.1,-2.5,-3.8,-3.7,2.2,0.0,7.2
CCN1CCN(C(=S)Nc2ccc(C(C)=O)cc2)CC1,0.7,0.4,2.9,0.5,-0.8,-5.8,3.1,-4.3,0.7,-1.7
O=C(CSc1nnc(-c2cccs2)n1Cc1ccco1)Nc1ccc(Oc2ccccc2)cc1,3.6,8.2,2.7,0.6,0.2,.,-33.4,-0.7,.,.
COc1cc(OC)c(OC)cc1CNC1CCCCCC1,-0.7,2.1,0.9,-1.0,-1.9,2.3,12.8,-1.7,-1.2,1.0
Cn1c(SCC(=O)NC2CCCCC2)nnc1-c1ccccc1F,2.9,1.3,-6.8,1.0,-2.1,-2.7,3.8,-3.2,-1.0,2.9
CCNC(=O)C1(C)CCN(C(=O)c2ccccc2C(F)(F)F)C1 (configuration not stated),-1.2,1.3,7.2,-2.1,-2.3,.,-6.5,3.6,0.2,1.2
CN1CCC2(CC1)Nc1nc(SCc3ccc(Cl)cc3)nn1C1=C2CN(C)CC1,-2.5,-6.2,-5.4,0.7,-2.2,8.7,12.2,-5.0,-2.4,5.0
Cn1c(=O)c2c(nc(NCCNC(=O)c3ccco3)n2Cc2ccccc2F)n(C)c1=O,-3.4,-0.7,-1.4,0.5,-0.3,0.7,3.1,2.8,1.7,-6.4
CN(C)c1nc2c(c(N)nn2-c2ccc(Cl)cc2)c(=O)o1,-0.2,-0.3,-4.0,2.7,0.5,3.9,-3.9,0.9,-0.3,-2.0
COCCSc1nnc(-c2cccnc2)n1Cc1ccccc1,-4.4,0.7,-5.8,-0.1,-0.1,.,2.6,-2.3,.,.

# High-throughput results deposited in PubChem by several laboratories.
